Bioassay records as filed in PubChem BioAssay.
PKA-R2B activ – activators of PKA-R2B holoenzyme, primary screen, biochemical, fluorescence polarization, Cy5-IP20, human; cAMP-dependent protein kinase catalytic subunit beta (Homo sapiens) + cAMP-dependent …; hit rate 0.079% among 340,000; PKA-R2B holoenzyme dissociation; R2B truncated from residue 108, S112A mutant; 0% DMSO only, 100% 113 µM cGMP; AID 504700, 2011; activation, % at 11.4 µM;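 active = activation above a cutoff set at the mean over all compounds plus 3 SD, cut at about 18% in these data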;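 note: higher means more holoenzyme dissociation and a rise in polarization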
Target sequence (P31323 whole entry, looked up, other chains not shown, the tested form may be a part): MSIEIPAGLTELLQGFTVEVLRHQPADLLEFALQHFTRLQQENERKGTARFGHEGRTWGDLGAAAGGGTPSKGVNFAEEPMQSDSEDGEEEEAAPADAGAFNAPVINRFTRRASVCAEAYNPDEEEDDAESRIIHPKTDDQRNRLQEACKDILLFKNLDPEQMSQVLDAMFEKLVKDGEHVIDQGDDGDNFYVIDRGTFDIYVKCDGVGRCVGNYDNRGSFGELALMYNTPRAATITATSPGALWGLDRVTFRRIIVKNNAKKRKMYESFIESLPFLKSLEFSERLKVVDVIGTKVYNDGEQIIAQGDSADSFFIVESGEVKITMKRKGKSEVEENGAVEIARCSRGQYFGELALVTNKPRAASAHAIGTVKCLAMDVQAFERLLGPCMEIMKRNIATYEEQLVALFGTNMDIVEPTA
LANA DNA inh – inhibitors of KSHV C-LANA binding to DNA, primary screen, biochemical, fluorescence polarization, FAM-LBS DNA, MBP-C-LANA, single point; inhibition, % at 9 µM; hit rate 0.078% among 340,000; AID 504423, 2011;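 active = highest replicate inhibition at or above 60% at 9 µM, even if other replicates fall short; inactive = all replicates below 60% inhibition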;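 note: 0% = neutral control wells and 100% = 4 µM acridine orange control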
DAGLB inh – DAGLB lipase inhibitors, primary screen, biochemical, fluorescence, HTS; Diacylglycerol lipase-beta (Homo sapiens), Q8NCG7; HEK293T DAGLB membrane lysate, EnzChek fluorogenic substrate; inhibition, % at 5.17 µM; hit rate 0.059% among 340,000; in the data active = inhibition above about 34%;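 note: 0% = enzyme with vehicle and 100% = wells lacking enzyme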
Cardiac RTF inh – cardiac RTF calcium sensitivity inhibitors, primary screen, biochemical, IANBD-TnC fluorescence, EC70 calcium; hit rate 0.12% among 340,000; Troponin I, cardiac muscle (Homo sapiens) + Troponin T, cardiac muscle (Homo sapiens) + …; IANBD-labeled cardiac RTF, Ca2+ fluorescence; inhibition, % at 7.15 µM;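 active = inhibition above the mean inhibition of all tested compounds plus 3 SD, cut at about 17% in these data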;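 note: assay run at fixed EC70 calcium of 1.6 mM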
NSD2 inh – NSD2 histone methyltransferase inhibitors, primary screen, biochemical, AlphaScreen, single concentration, set 2 | Histone-lysine N-methyltransferase NSD2 (Homo sapiens), O96028 | NSD2 peptide methylation, 120 min | inhibition, % at 12.5 µM | hit rate 0.54% among 310,000 | AID 743445, 2014; in the data active = inhibition above about 50%
PvdQ acylase – P. aeruginosa PvdQ acylase inhibitors, primary screen, biochemical, fluorescence, plate reader and imaging, single point; PvdQ acylase [Pseudomonas aeruginosa LESB58]; purified PvdQ acylase; inhibition, % at 10 µM; hit rate 0.063% among 340,000; in the data active = inhibition above about 30%, passing the limit was not always enough;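 note: 0% = vehicle neutral wells and 100% = reference inhibitor wells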
SR-BI uptake up – activators of SR-BI mediated DiI-HDL uptake, primary screen, ldlA[mSR-BI] CHO cells, DiI fluorescence. 3 h; 100 = double the neutral-control signal. activation, % at 12.5 µM. hit rate 0.096% among 320,000. AID 504775, 2011;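 active = mean replicate activation of at least 60% and every replicate at or above 60%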;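 note: 0% = median plate neutral-control signal and 100% = twice that signal; values of inactives mirror those of a sister screen read the other way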
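System: CHO ldlA[mSR-BI] cells / Medium: HEPES-buffered (25 mM, pH 7.4) F12 plus 0.5% BSA / Probe or stimulus: labelled HDL, 10 µg/mL / Doses: single compound concentration, delivered by pin transfer / Schedule: 3 h, 37 °C / Measured by: DiI fluorescence, bottom read / Measure: cell-associated DiI fluorescence as measure of HDL uptake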
SR-BI DiI inh – inhibitors of SR-BI mediated HDL lipid uptake, primary screen, ldlA[mSR-BI] cells, fluorescence, single point; Scavenger receptor class B member 1 (Mus musculus), Q61009; ldlA[mSR-BI] CHO cells, DiI-HDL uptake fluorescence, 3 h; inhibition, % at 12.5 µM; hit rate 0.96% among 320,000;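 active = mean replicate inhibition of at least 70% and a set share of replicates each scoring 70 or more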;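 note: 0% = median of neutral control wells and 100% = median of positive control wells; values of inactives mirror those of a sister screen read the other way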
Keap1 Nrf2 FP – Keap1-Nrf2 protein-protein interaction inhibitors, primary screen, biochemical, fluorescence polarization, single point; Kelch-like ECH-associated protein 1 (Homo sapiens), Q14145; Keap1 Kelch-Nrf2 peptide fluorescence polarization, 1536-well; inhibition, % at 9.4 µM; hit rate 0.15% among 340,000; in the data active = inhibition above about 12%;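 note: human Keap1 Kelch domain with fluorescein labeled Nrf2 9mer peptide probe; 0% = neutral control wells and 100% = peptide positive control; higher means more block of Keap1 binding to Nrf2 peptide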
Target sequence (Q14145 whole entry, looked up, the tested form may be a part): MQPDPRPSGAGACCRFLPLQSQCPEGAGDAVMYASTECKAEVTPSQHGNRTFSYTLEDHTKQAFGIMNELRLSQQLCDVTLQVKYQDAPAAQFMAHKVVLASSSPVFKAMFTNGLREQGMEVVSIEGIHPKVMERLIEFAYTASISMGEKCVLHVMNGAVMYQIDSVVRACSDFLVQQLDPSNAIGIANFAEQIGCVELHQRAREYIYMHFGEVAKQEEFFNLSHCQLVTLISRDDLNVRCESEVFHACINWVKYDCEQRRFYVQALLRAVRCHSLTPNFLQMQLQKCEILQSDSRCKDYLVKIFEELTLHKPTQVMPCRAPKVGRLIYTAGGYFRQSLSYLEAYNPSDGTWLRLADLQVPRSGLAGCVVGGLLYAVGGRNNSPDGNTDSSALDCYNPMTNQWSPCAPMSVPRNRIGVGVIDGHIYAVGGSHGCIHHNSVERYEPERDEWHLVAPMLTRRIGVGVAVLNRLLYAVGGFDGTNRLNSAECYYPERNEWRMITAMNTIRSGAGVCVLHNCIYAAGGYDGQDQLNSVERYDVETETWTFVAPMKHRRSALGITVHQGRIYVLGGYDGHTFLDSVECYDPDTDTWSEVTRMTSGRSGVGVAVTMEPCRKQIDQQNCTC
Arrestin-AP2 inh – inhibitors of beta-arrestin/AP2 binding, primary screen, biochemical, GPCR trafficking, flow cytometry; FITC-arrestin peptide / GST-AP2 beads; AP2 beta2 appendage carries R879A mutation; inhibition, % at 10 µM; hit rate 0.31% among 340,000; beta-arrestin 1 C-terminal peptide binding to AP2 beta2-adaptin appendage (human); AID 504490, 2011;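 active = inhibition above a set limit, near 3 SD of compounds lacking own fluorescence, cut at about 54% in these data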;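 note: plate controls were DMSO wells for no effect and 5 µM unlabelled arrestin peptide for full effect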
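Material – GST-tagged AP2 beta2-adaptin appendage (R879A) on 4 µm glutathione beads · Probe or stimulus – fluorescein-tagged arrestin peptide at 50 nM final · Timing – 12 min plus 1 h, RT · Detection – bead flow cytometry, FITC channel · Read-out basis – inhibition as reduced fluorescein signal on beads, percent · Medium – PBS plus Tween 20 (0.05%) and BSA (0.1%)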
Starred values were filed as active, the others as inactive; / = no result given. Random draw from the library; 2.1% or so of the library scored in one or more.

PKA-R2B activ,LANA DNA inh,DAGLB inh,Cardiac RTF inh,NSD2 inh,PvdQ acylase,SR-BI uptake up,SR-BI DiI inh,Keap1 Nrf2 FP,Arrestin-AP2 inh,mol
-10,0.9,-7,-12,0,-6,-1,1,1,-4,C/C(=C\C(=O)c1ccc(Cl)cc1)NCc1ccc2c(c1)OCO2
-3,-2.0,-1,-13,0,-10,4,-4,-4,-9,O=C(COc1ccccc1Br)NCCc1nc2ccccc2[nH]1
-1,-1.1,0,-1,2,3,3,-3,-2,31,Cc1ccccc1CN1C2=NCCCN2c2ccccc21
-8,2.8,-1,0,1,-4,43,-43,0,6,O=C(Cc1n[nH]c(=O)[nH]c1=O)N/N=C/c1ccccc1O
12,-1.2,-2,8,1,1,-32,32,7,27,COc1cc(OC)cc(-c2nc(-c3ccccc3OC)no2)c1
-1,1.2,0,0,30,8,/,2,0,52,COc1cc(/C=C2\C(=N)N3N=CSC3=NC2=O)ccc1OS(=O)(=O)c1ccccc1[N+](=O)[O-]
5,0.6,-2,3,0,-14,7,-7,-6,11,COC(=O)c1ccccc1NC(=O)CSc1nnc(-c2ccncc2)o1
3,0.7,-1,5,-2,7,43,-43,-7,3,Cc1ccc(S(=O)(=O)NC(=O)Nc2ncc3c(n2)CC(c2ccco2)CC3=O)cc1 (configuration not stated)
2,-0.6,1,-5,-1,0,15,-15,7,13,Cn1cc(Br)c(-c2cccc(NC(=O)CCCC(=O)O)c2)n1
-5,-0.3,2,-10,1,0,4,-4,5,13,CCOC(=O)c1c(CN2CCCCC2)n(C)c2cc(Br)c(O)cc12
-13,131*,-35,-222,/,6,-4,4,78*,40,CC[C@@]1(O)C(=O)OCc2c1cc1n(c2=O)Cc2cc3c(CN(C)C)c(O)ccc3nc2-1
4,-0.9,2,-8,3,-14,-2,2,0,-13,CCN1CCN(C(=O)CN(C)S(=O)(=O)c2ccc3ccccc3c2)CC1
-7,2.4,-2,-2,-8,-8,2,-2,-1,-7,Cc1ccccc1NC(NC(=O)c1cccs1)C(Cl)(Cl)Cl (configuration not stated)
-3,-0.1,-5,-3,/,1,15,-15,0,10,COc1ccc(Cc2nnc(-c3cccc(C)c3)o2)cc1OC
-5,-0.2,0,1,-3,-14,-12,11,-3,-5,CCOC(=O)c1cnn2c(C)cc(-c3ccccc3)nc12
-5,0.1,-2,-2,-2,11,12,-12,-9,-5,CN(C)S(=O)(=O)c1ccc(Cl)c(NC(=O)COC(=O)CCSc2ccccc2)c1
0,0.8,-1,-8,/,9,3,-3,-6,26,COc1ccc(C2C(C(=O)Nc3ccccc3OC)=C(C)Nc3ncnn32)cc1 (configuration not stated)
-5,-0.5,0,6,-5,1,20,-20,3,2,O=C(O)CSc1nnc(-c2ccc(S(=O)(=O)N3CCCC3)cc2)n1Cc1ccco1
-5,0.3,-2,-7,-3,-3,-34,34,-3,33,Cc1ccnc(NC(=O)c2cccc(NC(=O)c3ccccc3C)c2)c1
7,-0.7,-1,0,/,10,45,-45,2,5,CSc1cccc(N=C2C(=O)Nc3ccccc32)c1
-12,2.6,-1,-4,/,-12,5,-5,2,-12,Cc1c(Cc2ccc3c(c2)OCO3)sc(NC(=O)c2cccc3ccccc23)c1C(N)=O
4,-0.8,-3,-2,-5,22,1,-1,-2,21,COc1ccc(C(=O)c2ccc(OC)cc2OC)cc1
-6,0.7,-2,-15,1,-10,-8,8,-1,-6,CC(CNC(=O)c1ccc2c(c1)OCO2)c1ccc([N+](=O)[O-])cc1 (configuration not stated)
0,0.6,-1,-2,0,9,16,-16,-3,5,Cc1cccc(C)c1NC(=O)COC(=O)COc1ccc2c(C)cc(=O)oc2c1
-4,0.1,1,2,0,-4,20,-20,-1,24,NC(=O)C1CCN(CC(=O)N2c3ccccc3CCc3ccccc32)CC1
-6,-2.6,-4,-16,12,1,-16,16,2,8,Cc1cs/c(=N/C(=S)Nc2ccccc2)n1C
-5,-1.0,0,0,/,-13,-15,15,-8,2,Cc1c(OCC(=O)N2CCC(C(N)=O)CC2)ccc2c1oc(=O)c1ccccc12
-7,0.2,-2,4,3,-18,-4,4,-3,-2,CCCCCC1(C(=O)OCC)CC(CSC(=N)N)OC1=O (configuration not stated)
-6,-1.3,1,1,-1,0,-2,2,-6,-5,COc1ccc(-c2nc(=S)c3c([nH]2)Oc2ccc(C)cc2C3)cc1O
5,-1.6,1,-9,32,0,15,-15,3,-3,CC(C)C(=O)OCc1cn(-c2ccc(Cl)c(Cl)c2)nn1
-7,-0.1,-1,4,-2,6,31,-31,1,12,Nn1c(SCC(=O)NC2CCCC2)nnc1-c1ccccc1F
-4,-2.5,-4,-19,0,-9,/,/,-4,2,CCCS(=O)(=O)c1nc(S(=O)(=O)c2ccc(C)cc2)c(NCc2ccc3c(c2)OCO3)s1
5,1.7,2,-3,-2,-11,-81,81*,0,2,CC1=NN(c2nc(-c3ccc(C)cc3)cs2)C(=O)C1N=Nc1ccc(C(N)=O)cc1 (configuration not stated)
2,-0.5,1,-3,-4,-5,-10,10,-2,-14,COc1ccc(Cl)cc1S(=O)(=O)N1CCC(C(=O)NC2CCCC2)CC1
-5,-1.9,-6,2,0,-11,5,-5,-8,3,Cc1ccc(-c2noc(=O)n2CC(=O)c2ccc(Cl)cc2)cc1
5,-0.1,-1,-3,-2,-5,10,-10,-2,32,CC(C)C(=O)Nc1c2c(nc3c1CCC3)CCCC2
0,1.6,1,-19,1,0,-5,5,-4,3,CC(C)(C)C(=O)Nc1nc2ccc(S(C)(=O)=O)cc2s1
-15,2.2,-2,1,/,-12,-2,2,-6,-4,Cc1ccccc1S(=O)(=O)Cc1ccc(C(=O)NCCN2CCCCC2C)o1 (configuration not stated)
0,-0.7,0,-1,-2,-11,/,/,-4,-7,Cc1ccc(C2(C)NC(=O)N(CC(=O)NCc3ccccc3Cl)C2=O)cc1 (configuration not stated)
-2,-0.7,-5,-6,0,-17,24,-24,-3,-37,COc1cc(C(C)=O)ccc1OC(=O)C(C)N1C(=O)c2ccccc2C1=O (configuration not stated)
1,-0.7,1,-7,-3,19,12,-12,-2,10,CC(C)n1cc(CN2CCCC(C(=O)Nc3ccccc3Oc3cccnc3)C2)cn1 (configuration not stated)
-11,-0.2,1,-5,-1,2,2,-2,-1,10,CCC(C)NC(=O)C1c2ccccc2C(=O)N1Cc1cc(OC)ccc1OC (configuration not stated)
-5,-1.7,-1,-2,0,-5,10,-10,-3,9,CC1CCCCN1C(=O)COC(=O)c1cc([N+](=O)[O-])ccc1N (configuration not stated)
-1,0.1,6,-5,5,-25,/,/,-1,3,O=C(O)c1ccccc1-c1ccccc1C(=O)Nc1nc2ccccc2s1
-3,-1.5,-3,-4,-2,-10,22,-22,-2,2,S=c1[nH]nc(CN2CCCCC2)n1-c1ccc(Cl)cc1
4,-2.1,-1,0,-2,-3,8,-8,-2,3,CCN1CCN(c2ccc([N+](=O)[O-])cc2S(=O)(=O)N2CCOCC2)CC1
0,0.1,-3,0,-2,-6,20,-20,-1,7,CSc1nc(C)cc(Oc2ccc(=O)[nH]n2)n1
3,0.8,3,-6,1,-8,9,-9,-1,5,CC(C)(C)c1ccc(OCC(=O)Nc2ccc(-c3nc4cccnc4o3)cc2)cc1
-11,0.7,-1,-6,-6,-13,-6,6,0,0,COc1cccc(OC)c1C(=O)OCC(=O)N(C)c1ccccc1

A portion from further up:
PKA-R2B activ,LANA DNA inh,DAGLB inh,Cardiac RTF inh,NSD2 inh,PvdQ acylase,SR-BI uptake up,SR-BI DiI inh,Keap1 Nrf2 FP,Arrestin-AP2 inh,mol
0,-0.7,0,-1,-2,-11,/,/,-4,-7,Cc1ccc(C2(C)NC(=O)N(CC(=O)NCc3ccccc3Cl)C2=O)cc1 (configuration not stated)
-2,-0.7,-5,-6,0,-17,24,-24,-3,-37,COc1cc(C(C)=O)ccc1OC(=O)C(C)N1C(=O)c2ccccc2C1=O (configuration not stated)
1,-0.7,1,-7,-3,19,12,-12,-2,10,CC(C)n1cc(CN2CCCC(C(=O)Nc3ccccc3Oc3cccnc3)C2)cn1 (configuration not stated)
-11,-0.2,1,-5,-1,2,2,-2,-1,10,CCC(C)NC(=O)C1c2ccccc2C(=O)N1Cc1cc(OC)ccc1OC (configuration not stated)
-5,-1.7,-1,-2,0,-5,10,-10,-3,9,CC1CCCCN1C(=O)COC(=O)c1cc([N+](=O)[O-])ccc1N (configuration not stated)
-1,0.1,6,-5,5,-25,/,/,-1,3,O=C(O)c1ccccc1-c1ccccc1C(=O)Nc1nc2ccccc2s1
-3,-1.5,-3,-4,-2,-10,22,-22,-2,2,S=c1[nH]nc(CN2CCCCC2)n1-c1ccc(Cl)cc1
4,-2.1,-1,0,-2,-3,8,-8,-2,3,CCN1CCN(c2ccc([N+](=O)[O-])cc2S(=O)(=O)N2CCOCC2)CC1
0,0.1,-3,0,-2,-6,20,-20,-1,7,CSc1nc(C)cc(Oc2ccc(=O)[nH]n2)n1
3,0.8,3,-6,1,-8,9,-9,-1,5,CC(C)(C)c1ccc(OCC(=O)Nc2ccc(-c3nc4cccnc4o3)cc2)cc1
-11,0.7,-1,-6,-6,-13,-6,6,0,0,COc1cccc(OC)c1C(=O)OCC(=O)N(C)c1ccccc1
